Assay outcomes from PubChem.
Gli-Sufu block – Gli-Sufu pathway antagonists, primary screen, luciferase luminescence, Sufu-KO-LIGHT cells, uHTS; inhibition, % at 5 µM; Sufu-KO-LIGHT fibroblasts, Gli luciferase reporter luminescence; 340,000 tested, 0.74% active;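 active = inhibition above about 55%, limit read from the data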;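 also: 0% = DMSO-treated cells and 100% = wells with medium but no cells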
CCR6 antag – CCR6 receptor antagonists, primary screen, cell-based, CHO-K1, luminescence, beta-arrestin, uHTS | C-C chemokine receptor type 6 (Homo sapiens), P51684 | CHO-K1 CCR6 PathHunter beta-arrestin, CCL20-stimulated | inhibition, % at 20 µM | 340,000 tested, 0.49% active | AID 493098, 2011;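 active = compounds whose inhibition of the agonist-driven luminescence signal at 20 µM reaches about 50%, limit read from the data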;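 also: cells stimulated with CCL20 at 14 nM final; plate controls were DMSO with CCL20 for no effect and DMSO without agonist for full effect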
Target sequence (P51684 whole entry, looked up): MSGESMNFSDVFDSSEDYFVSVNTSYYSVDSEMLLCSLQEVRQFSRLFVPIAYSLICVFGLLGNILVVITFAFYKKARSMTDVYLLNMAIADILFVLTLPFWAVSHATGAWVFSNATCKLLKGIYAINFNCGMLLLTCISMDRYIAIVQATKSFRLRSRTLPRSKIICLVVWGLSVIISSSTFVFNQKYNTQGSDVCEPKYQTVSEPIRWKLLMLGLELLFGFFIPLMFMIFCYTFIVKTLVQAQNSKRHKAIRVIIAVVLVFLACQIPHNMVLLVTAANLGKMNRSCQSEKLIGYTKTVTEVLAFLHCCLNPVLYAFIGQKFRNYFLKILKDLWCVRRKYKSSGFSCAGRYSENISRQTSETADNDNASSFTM
CXCR6 block – CXCR6 receptor inhibitors, primary screen, cell-based, beta-arrestin, luminescence, CHO-K1 PathHunter, 1536-well. inhibition, % at 20 µM. 360,000 tested, 0.36% active. AID 602244, 2012; in the data active = inhibition above about 34%, passing the limit was not always enough;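 also: antagonist mode with CXCL16 agonist at 10 nM final; 0% = 10 nM CXCL16 with DMSO and 100% = unstimulated wells without agonist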
Jurkat NFkB inh – inhibitors of induced NF-kB luciferase reporter, primary screen, TCR NF-kB activation inhibitor project, cell-based, luminescence, uHTS; 330,000 tested, 0.53% active; AID 435003, 2010; Jurkat, PMA/ionomycin-induced NF-kB luciferase reporter; inhibition, % at 4 µM; in the data active = inhibition above about 50%
APJ antag – antagonists of human apelin receptor APJ, primary screen, CHO-K1 cells, beta-arrestin complementation, luminescence. 330,000 tested, 0.32% active. inhibition, % at 20 µM. P35414;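 active = inhibition above about 40% at 20 µM, limit read from the data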;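 also: cells challenged with 10 nM apelin-13 agonist together with compound; plate controls were apelin-13 plus DMSO wells for no effect and DMSO wells lacking apelin-13 for full effect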
EBI2 block – EBI2 receptor antagonists, beta-arrestin recruitment, primary screen, cell-based, luminescence, 7a,25-OHC stimulation, uHTS | inhibition, % at 5 µM | 360,000 tested, 0.81% active | 7a,25-OHC stimulated; in the data active = inhibition above about 38%;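 also: enzyme fragment complementation signal reports receptor beta-arrestin coupling in cells; 0% = agonist plus DMSO wells and 100% = wells without agonist; some results beyond the cut were filed as inactive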
Target sequence (P32249 whole entry, looked up, the tested form may be a part): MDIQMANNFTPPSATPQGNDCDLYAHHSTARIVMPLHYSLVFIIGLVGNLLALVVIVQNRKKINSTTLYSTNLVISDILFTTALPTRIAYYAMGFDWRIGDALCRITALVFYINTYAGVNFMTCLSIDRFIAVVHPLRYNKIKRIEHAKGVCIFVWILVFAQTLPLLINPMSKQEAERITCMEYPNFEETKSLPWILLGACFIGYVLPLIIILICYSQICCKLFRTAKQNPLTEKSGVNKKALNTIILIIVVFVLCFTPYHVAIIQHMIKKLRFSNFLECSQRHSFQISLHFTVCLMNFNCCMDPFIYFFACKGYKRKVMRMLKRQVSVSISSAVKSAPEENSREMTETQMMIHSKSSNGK
UBC13 polyUb – UBC13 polyubiquitin chain formation inhibitors, primary screen, biochemical, TR-FRET, uHTS; 330,000 tested, 0.47% active; AID 485273, 2010; inhibition, % at 20 µM; Ubiquitin-conjugating enzyme E2 N (Homo sapiens), P61088; in the data active = inhibition above about 45%, passing the limit was not always enough
Target sequence (P61088 whole entry, looked up): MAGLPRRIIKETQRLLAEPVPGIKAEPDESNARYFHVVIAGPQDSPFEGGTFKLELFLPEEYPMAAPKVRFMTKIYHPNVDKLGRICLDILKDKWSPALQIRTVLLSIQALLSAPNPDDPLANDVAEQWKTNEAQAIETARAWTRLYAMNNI
697 NFkB inh – inhibitors of PMA/ionomycin-induced NF-kB reporter, 697 cells, primary screen, B-cell NF-kB inhibitor project, cell-based, luminescence, uHTS | 697 B-cell NF-kB luciferase reporter, 16 h | inhibition, % at 4 µM | 330,000 tested, 0.33% active | AID 435022, 2010; in the data active = inhibition above about 35%
An asterisk follows results filed as active; · = no result given.

smiles | Gli-Sufu block | CCR6 antag | CXCR6 block | Jurkat NFkB inh | APJ antag | EBI2 block | UBC13 polyUb | 697 NFkB inh
O=C(c1ccc(F)cc1)N1CCN(c2cc(=O)[nH]nc2-c2ccccc2)CC1 | 0 | 3 | -7 | 7 | -10 | -10 | -11 | -10
Nc1ccc(C#Cc2ccccc2)cc1 | -46 | 5 | -1 | -38 | 10 | -12 | 0 | -20
COc1cc(OC)cc(C(=O)Nc2ccc(S(=O)(=O)Nc3nc(C)cc(C)n3)cc2)c1 | 5 | 8 | 15 | 6 | -5 | -6 | 12 | 16
CC(C)(C)c1ccc(C2SCC(=O)N2c2cccc(C(=O)O)c2)cc1 (stereo unspecified) | 15 | 0 | -2 | -16 | 16 | 4 | -4 | -38
Cc1nn(-c2ccc(F)cc2)c(C)c1/C=C/C(=O)N1CCNC(=O)C1 | -14 | 14 | 1 | -5 | 0 | -3 | -1 | 16
CC(C)NC(=O)c1ccc(CNC(=O)OCC(F)(F)F)cc1 | -8 | 5 | 0 | -16 | 3 | 8 | -8 | 18
Cc1noc2ncnc(Oc3cc(Cl)ccc3Cl)c12 | 33 | 4 | -2 | -5 | -15 | -40 | 7 | 2
COC(=O)[C@@H]1C[C@@]2(O)[C@H](O)[C@H](O)[C@H](O)C[C@H]2N1Cc1ccc(C(C)(C)C)cc1 | 24 | 0 | 2 | 1 | 12 | 2 | -7 | 9
COc1cccc(C(=O)NNC(=O)c2cccc(F)c2)c1 | -38 | 1 | -7 | -13 | 16 | -15 | -2 | -16
CC(NC(=O)/C=C/c1ccc(Br)cc1)c1ccccc1 (stereo unspecified) | 2 | 5 | -11 | -6 | -11 | 44* | -17 | -8
Cc1ccc(NC(=O)C(=O)NCCCN2CCCC2=O)cc1 | -57 | 10 | 0 | -88 | 2 | 3 | -2 | -79
CC(=O)OC(C(=O)NC1CCCCC1)c1cccc(F)c1 (stereo unspecified) | -6 | 0 | 3 | -1 | -3 | -5 | 2 | 15
Cn1c(=O)c2[nH]c(NN=Cc3ccc(F)cc3)nc2n(C)c1=O | 3 | -1 | -6 | · | · | -2 | · | ·
O=C(N/N=C/c1ccc(Br)cc1)c1cc[n+](Cc2ccccc2)cc1 | 2 | 6 | 0 | 10 | 13 | -9 | 14 | 1
COC(=O)c1ccc(NC(=O)N2CCCC(C(=O)c3ccccc3OC)C2)cc1 (stereo unspecified) | 7 | 17 | 12 | 7 | 14 | 7 | -1 | -22
CCOC(=O)c1cnn(-c2ccccc2)c1NC(=O)CN1CCCCC1 | 3 | -1 | -13 | 0 | 20 | -4 | 7 | -2
COc1cc([N+](=O)[O-])ccc1NC(=O)NCCCN1CCCC1=O | -6 | 0 | 3 | 0 | -15 | 1 | -9 | 20
COC(=O)N/N=C/c1ccc(/C=N/NC(=O)OC)cc1 | 0 | -1 | -6 | 7 | 3 | -1 | -6 | 4
NC(=O)c1cc([N+](=O)[O-])c(Cl)cc1NCc1cccnc1 | 12 | 2 | -4 | -9 | -53 | 7 | -11 | 1
CCC(c1nnc(SCC(=O)NC2CCCCC2)n1Cc1ccccc1)N(C)C (stereo unspecified) | -1 | 1 | 5 | 4 | 11 | 3 | 4 | 39*

An excerpt from above in order of their number in 697 NFkB inh, descending.
canonical_smiles | 697 NFkB inh
COC(=O)N/N=C/c1ccc(/C=N/NC(=O)OC)cc1 | 4
Cc1noc2ncnc(Oc3cc(Cl)ccc3Cl)c12 | 2
Cc1ccc(NC(=O)C(=O)NCCCN2CCCC2=O)cc1 | -79

Following part.
smiles | Gli-Sufu block | CCR6 antag | CXCR6 block | Jurkat NFkB inh | APJ antag | EBI2 block | UBC13 polyUb | 697 NFkB inh
COc1ccccc1NS(=O)(=O)c1cc(NC(=O)c2[nH]c(C)c(C(C)=O)c2C)ccc1N1CCOCC1 | 7 | 12 | 11 | 29 | -1 | 16 | 3 | -4
Cc1cccc(OCCCC(=O)Nc2ccc(N3CCCCC3)cc2)c1 | -3 | 15 | -10 | 6 | 15 | 2 | 3 | 10
COc1cccc(NC(=O)N2CCC(NC(=O)C(Cc3ccccc3F)NC(C)=O)CC2)c1 (stereo unspecified) | -5 | -12 | -4 | 8 | 16 | 5 | 4 | 3
CCC(CC)C(=O)Nc1c2c(nn1-c1ccc(F)cc1)CS(=O)(=O)C2 | -6 | 5 | 5 | -2 | -8 | 0 | 5 | 4
C/C(=N\Nc1nc2ccccc2[nH]1)c1ccc2c(c1)OCCO2 | -6 | 4 | -4 | -46 | 0 | -4 | -8 | -28
COc1ccc(NC(=O)c2ccc3c(c2)OCO3)cc1[N+](=O)[O-] | -35 | 23 | 2 | -83 | -1 | 3 | 4 | -45
Cc1ccc(CNC(=O)CSc2n[nH]c(N)n2)cc1 | 5 | -9 | -1 | -1 | 14 | 2 | -1 | 18
C=CCOc1ccc(C2C(C(=O)c3cccs3)=C(O)C(=O)N2c2nnc(C)s2)cc1 (stereo unspecified) | -35 | 11 | 2 | -61 | 3 | -7 | -42 | -28
COc1ccc(NC(=O)COC(=O)C2CCN(S(=O)(=O)c3cccs3)CC2)cc1 | 5 | 7 | -4 | 6 | -3 | -9 | 4 | 29
Cc1c(C)c2c(OCC(=O)N3CCC(C(=O)O)CC3)cc3c(c2oc1=O)CCC(C)(C)O3 | -18 | 5 | -3 | 5 | 10 | -2 | 18 | 14
Cn1c(=O)oc2ccc(C(=O)CSc3nnnn3-c3ccccc3)cc21 | -1 | 6 | -1 | -3 | 7 | 11 | 3 | 16
COc1ccccc1CNc1ncnc2cc(OC)c(OC)cc12 | 26 | 7 | 2 | 7 | 5 | 11 | -2 | 27
COCCCNC(=O)CC(NS(=O)(=O)c1ccc(C)cc1)c1ccco1 (stereo unspecified) | -1 | -12 | 0 | 5 | 18 | 12 | -5 | 21
CC[C@H](C)[C@@H](C(=O)N1CCNCC1)n1cc([C@@H](N)Cc2ccc(O)cc2)nn1 | 3 | 7 | 0 | 1 | 6 | -6 | 8 | 6
OC(COc1ccc(Br)cc1)CN1CCCC1 (stereo unspecified) | 9 | 12 | 1 | -1 | 6 | -9 | 4 | 11
Fc1ccc(CNc2nc(-c3ccco3)cc(C(F)(F)F)n2)cc1 | -4 | 18 | -10 | -12 | 8 | -2 | -12 | -11
Cc1c(Nc2ccc(C=O)cc2)c(=O)n(-c2ccccc2)n1C | 0 | 7 | -11 | 7 | -3 | -1 | -4 | 5
O=c1c(-c2ccc(Oc3ccccc3)cc2)[n+]([O-])c2ccccc2n1OCc1ccccn1 | 95* | 1 | 3 | 5 | -2 | 0 | 14 | -7
COc1ccc(/C(C)=N/NC(=O)CNC(=O)c2cccnc2)cc1OC | -2 | 8 | 0 | -2 | 7 | -1 | 6 | 5
CC(C)CC(=O)NNC(=O)c1ccc(Cl)cc1 | -25 | -11 | -2 | 1 | 11 | -2 | 1 | 10

Profiles as entered above.
COc1ccccc1NS(=O)(=O)c1cc(NC(=O)c2[nH]c(C)c(C(C)=O)c2C)ccc1N1CCOCC1 is listed with Gli-Sufu block: 7; CCR6 antag: 12; CXCR6 block: 11; Jurkat NFkB inh: 29; APJ antag: -1; EBI2 block: 16; UBC13 polyUb: 3; 697 NFkB inh: -4
C=CCOc1ccc(C2C(C(=O)c3cccs3)=C(O)C(=O)N2c2nnc(C)s2)cc1 (stereo unspecified) is listed with Gli-Sufu block: -35; CCR6 antag: 11; CXCR6 block: 2; Jurkat NFkB inh: -61; APJ antag: 3; EBI2 block: -7; UBC13 polyUb: -42; 697 NFkB inh: -28
Cc1cccc(OCCCC(=O)Nc2ccc(N3CCCCC3)cc2)c1 is listed with Gli-Sufu block: -3; CCR6 antag: 15; CXCR6 block: -10; Jurkat NFkB inh: 6; APJ antag: 15; EBI2 block: 2; UBC13 polyUb: 3; 697 NFkB inh: 10

Other records follow:
smiles | Gli-Sufu block | CCR6 antag | CXCR6 block | Jurkat NFkB inh | APJ antag | EBI2 block | UBC13 polyUb | 697 NFkB inh
CCCCCCn1nc(C(=O)OCC(=O)NC2CCS(=O)(=O)C2)c2ccccc2c1=O (stereo unspecified) | 0 | -6 | -7 | -9 | 26 | 2 | -21 | -31
COc1ccc(N(C(=O)c2ccco2)C(C(=O)NC2CCCC2)c2ccc(N(C)C)cc2)cc1OC (stereo unspecified) | -5 | 5 | -4 | 6 | -15 | -9 | -5 | 12
CN1CCN(c2ccc(S(=O)(=O)N3CCOCC3)cc2)CC1 | 4 | -5 | -1 | -5 | 3 | -14 | -6 | -27
COc1cc(NC(=O)CCS(=O)(=O)c2ccc3c(c2)oc(=O)n3C)cc(OC)c1 | -3 | 13 | 0 | 8 | -31 | 8 | 4 | 22
Cc1cc(C)c2sc(N(CCCN(C)C)C(=O)c3ccc(S(=O)(=O)N4CCCc5ccccc54)cc3)nc2c1 | 0 | 14 | 19 | 19 | 47* | 0 | 62* | -10
CCCc1nnc(NC(=O)CC(C)c2ccccc2)s1 (stereo unspecified) | -1 | 10 | 7 | 3 | 8 | -6 | 2 | 20
O=C(CSc1ccc2nnc(-c3ccccn3)n2n1)NCc1ccc2c(c1)OCO2 | -7 | -1 | -3 | 0 | 9 | 0 | 0 | -8
COc1ccc(C(=O)c2c[nH]c(C(=O)NCCCN3CCOCC3)c2)cc1 | -4 | -1 | -6 | 4 | -5 | 3 | -7 | 6
CCOC(=O)N1CCC(N2CCCC(C(=O)c3cccc(OC)c3)C2)CC1 (stereo unspecified) | 12 | 1 | 4 | -10 | -8 | 7 | 0 | 11
CCOC(=O)Cc1csc(SCC(=O)NC2CCCC(C)C2C)n1 (stereo unspecified) | -2 | 21 | 4 | 2 | 17 | 6 | 18 | 24
CSc1ccccc1C(=O)Nc1cccc(C)c1 | -11 | 14 | 4 | -7 | 5 | -9 | -10 | 7
NC(=O)NC(c1ccccc1)c1cccc2ccccc12 (stereo unspecified) | 28 | 5 | -4 | 0 | 21 | -13 | -10 | 11
CCOC(=O)c1cc(CC)sc1NC(=O)Cc1ccsc1 | -8 | 15 | 4 | 5 | -9 | 4 | -2 | -29
CC(C)(C)n1ncc2c(=O)n(CC(=O)NCc3ccccc3Cl)cnc21 | -10 | -2 | 0 | -125 | 28 | -1 | 4 | -153
CN(C)c1nc(Nn2cnnc2)nc(N(C)C)n1 | -2 | 3 | 1 | -5 | 0 | 1 | -2 | 15
CC(C)OC(=O)CC1C(=O)NCCN1C(=S)NC(=O)c1cccs1 (stereo unspecified) | -3 | 11 | 4 | 3 | 14 | -13 | 4 | -2

Single values from the list.
Cc1cc(C)c2sc(N(CCCN(C)C)C(=O)c3ccc(S(=O)(=O)N4CCCc5ccccc54)cc3)nc2c1 in Gli-Sufu block = 0
NC(=O)NC(c1ccccc1)c1cccc2ccccc12 (stereo unspecified) in CXCR6 block = -4
CCOC(=O)Cc1csc(SCC(=O)NC2CCCC(C)C2C)n1 (stereo unspecified) in UBC13 polyUb = 18
CCCCCCn1nc(C(=O)OCC(=O)NC2CCS(=O)(=O)C2)c2ccccc2c1=O (stereo unspecified) in Jurkat NFkB inh = -9

Part of the list above, as labelled records:
COc1cccc(NC(=O)N2CCC(NC(=O)C(Cc3ccccc3F)NC(C)=O)CC2)c1 (stereo unspecified)
  Gli-Sufu block: -5
  CCR6 antag: -12
  CXCR6 block: -4
  Jurkat NFkB inh: 8
  APJ antag: 16
  EBI2 block: 5
  UBC13 polyUb: 4
  697 NFkB inh: 3

CCC(CC)C(=O)Nc1c2c(nn1-c1ccc(F)cc1)CS(=O)(=O)C2
  Gli-Sufu block: -6
  CCR6 antag: 5
  CXCR6 block: 5
  Jurkat NFkB inh: -2
  APJ antag: -8
  EBI2 block: 0
  UBC13 polyUb: 5
  697 NFkB inh: 4
